Source: PubChem BioAssay
Measles CPE: protection of cells from measles virus; protection (pct of control), % at 4 µM; Measles virus-infected cells, CPE protection, absorbance; actives 1.5% (n = 140,000); in the data active means protection mostly above about 24%, no sharp cut-off; inactive means mostly below about 26%; further: some compounds called inactive have numbers as strong as hits
Yeast lifespan up: extends the lifespan of yeast. inhibition of the nicotinamide effect, % at 10 µM. S. cerevisiae growth with nicotinamide, OD615; deaD strain in restrictive glucose medium. actives 0.68% (n = 130,000). AID 775;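 active means inhibition above a set limit, placed 3 SD over the median of all compounds, cut at about 26% in these data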;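 further: 0% = nicotinamide-treated wells and 100% = cells grown without nicotinamide; some compounds called inactive have numbers as strong as hits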
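assay system = DeaD-strain S. cerevisiae | buffer or medium = restrictive glucose medium | reagent = 1.5 mM nicotinamide | compound = 10 µM single point, 0.25% DMSO | incubation = 48 h compound exposure at 30 °C, humidified | signal = OD615 measurement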
E-sel TNF inh: blocks E-selectin expression induced by TNF alpha; inhibition, % at 2 µM; actives 0.71% (n = 120,000); HUVEC TNFa-induced E-selectin immunofluorescence, high content;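 active means inhibition above the batch mean plus 3 SD, and confirmed as a hit on visual image review, cut at about 43% in these data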;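 further: 0% = TNF-stimulated DMSO wells and 100% = unstimulated control wells; not every result past the cut was called active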
HCT116 PTEN-null: suppresses growth of cells with PTEN deletion; viability, % at 10 µM; HCT116 PTEN-null viability, CellTiter-Glo, 60 h; hits give low values; actives 1.2% (n = 140,000);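 active means viability at or below a set limit, 4 SD under the median of all tested compounds, cut at about 3.7% in these data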;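 further: PTEN knockout HCT116 line with beta catenin targeted HCT116 as companion control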
Phagocytosis inh: inhibitors of macrophage phagocytosis. J774A.1 macrophage IgG-bead phagocytosis, imaging. actives 0.07% (n = 110,000). AID 1029. inhibition, % at 5 µM;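 active means inhibition above the mean of the plate negative controls plus 5 SD, cut at about 13% in these data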;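 further: phagocytic index as fraction of beads internalized from green versus red external bead signal; plate controls were DMSO negative control for no effect and cytochalasin-D positive control for full effect; some results beyond the cut were filed as inactive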
GALR2 blocker: antagonists of human galanin receptor 2 (GALR2) | O43603 | GALR2-expressing cells, antagonist mode | inhibition, % at 4 µM | actives 0.39% (n = 140,000) | AID 828; in the data active means inhibition above about 27%;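 further: cells stimulated with galanin 1-16 at roughly its EC80; 0% = agonist challenge control and 100% = basal control without agonist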
Target sequence (O43603 whole entry, looked up): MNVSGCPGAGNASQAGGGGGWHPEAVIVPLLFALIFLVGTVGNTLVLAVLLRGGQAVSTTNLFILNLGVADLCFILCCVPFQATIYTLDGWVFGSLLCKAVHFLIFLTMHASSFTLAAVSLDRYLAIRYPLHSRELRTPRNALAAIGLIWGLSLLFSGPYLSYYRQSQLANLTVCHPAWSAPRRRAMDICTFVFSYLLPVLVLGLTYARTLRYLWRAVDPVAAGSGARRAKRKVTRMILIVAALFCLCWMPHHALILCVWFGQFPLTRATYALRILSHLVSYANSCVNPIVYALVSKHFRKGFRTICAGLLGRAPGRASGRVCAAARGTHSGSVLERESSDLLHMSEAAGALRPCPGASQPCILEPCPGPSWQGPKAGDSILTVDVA
MRP-1 activ: MRP-1 activation. H69AR cells + doxorubicin, viability rescue, CellTiter-Glo. viability increase, % at 10 µM. actives 0.61% (n = 140,000). AID 799;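 active means viability gain under doxorubicin at or above a set limit, the compound median plus 3 SD, cut at about 4.7% in these data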;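 further: MRP-1 overexpressing cells given doxorubicin 25 µM after compound pretreatment; 18-22 h compound pretreatment then 72 h with doxorubicin before readout; 0% = doxorubicin-only wells and 100% = vehicle-treated cells without doxorubicin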
NPY-Y2 antag: antagonists of human neuropeptide Y receptor Y2; inhibition, % at 2.7 µM; actives 0.99% (n = 140,000); NPY-Y2 expressing cells, antagonist mode; P49146; in the data active means inhibition above about 17%;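 further: 0% = vehicle with agonist challenge and 100% = reference antagonist with challenge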
Target sequence (P49146 whole entry, looked up): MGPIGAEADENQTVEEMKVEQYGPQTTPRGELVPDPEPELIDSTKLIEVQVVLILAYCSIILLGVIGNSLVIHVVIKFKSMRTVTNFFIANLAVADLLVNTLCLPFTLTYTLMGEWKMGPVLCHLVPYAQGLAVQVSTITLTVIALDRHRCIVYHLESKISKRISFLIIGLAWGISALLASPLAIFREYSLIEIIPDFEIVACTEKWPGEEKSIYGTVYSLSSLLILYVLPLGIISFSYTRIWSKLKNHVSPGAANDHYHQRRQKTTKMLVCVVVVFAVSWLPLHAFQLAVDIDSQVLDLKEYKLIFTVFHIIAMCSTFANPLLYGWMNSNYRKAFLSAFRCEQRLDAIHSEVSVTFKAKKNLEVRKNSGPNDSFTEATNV
HCT116 bCat-KO: beta-catenin-lacking colon tumor cell growth suppression | HCT116 beta-catenin knockout viability, CellTiter-Glo, 60 h; hits give low values | viability, % at 10 µM | actives 1.5% (n = 140,000) | AID 818;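 active means viability at or under a set limit, the compound median less 4 SD, cut at about 6% in these data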;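 further: 0% = Hyamine 1622 control at 20 µM and 100% = untreated cell control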
Yeast growth inh: yeast BB579 growth reduction in restrictive medium. S. cerevisiae BB579 growth, OD615, 48 h. inhibition, % at 10 µM. actives 0.51% (n = 140,000);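 active means inhibition above a set limit, 3 SD over the mean compound inhibition, cut at about 44% in these data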; further: inactives centre near -24
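System: Saccharomyces cerevisiae DeaD strain BB579, replicative lifespan model yeast | Buffer or medium: Restrictive glucose-based CSMM-D medium | Times: 4 h preincubation and 48 h exposure at 30 °C | Detection: OD615 turbidity measurement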
* marks the source's active call; other numbers are inactive results; / = not tested or not shown; [ ] = dose if it differs, or a comment.

SMILES	Measles CPE	Yeast lifespan up	E-sel TNF inh	HCT116 PTEN-null	Phagocytosis inh	GALR2 blocker	MRP-1 activ	NPY-Y2 antag	HCT116 bCat-KO	Yeast growth inh
O=C(Nc1ccc2c(c1)OCO2)NC1CCN(Cc2ccccc2)CC1	6	-1	-16	81	28*[artifact]	-6	-1.4	-1	70	-34
Brc1ccc(-c2nnc(-c3ccco3)o2)cc1	4	-30	/	100	-4	-5	-0.8	5	91	-15
CC(C)(C)C1CCc2onc(C(=O)NCc3ccc(F)cc3)c2C1 (centres undefined)	13	-9	/	66	-2	-2	2.2	4	84	-39
Cc1ccc(S(=O)(=O)c2c(C)cc(C)nc2Oc2cccc(C)c2C)cc1	6	-22	35	66	-5	-15	-5.4	3	84	-42
O=C(Cc1cccs1)NCCN1CCOCC1	19	-3	37	103	-3	-6	-0.1	5	93	-11
Cc1cccc(C)c1NC(=O)c1ccc([N+](=O)[O-])s1	14	6	-2	28	-7	0	-3.8	2	29	-9
Cc1ccc(-n2c(C)cc(/C=N/NC(N)=S)c2C)cc1	34	4	/	71	-6	3	-2.7	3	79	-4
N#Cc1c(NC(=O)CN2CCCCC2)sc2c1CCC2	4	-8	-12	105	-1	6	0.6	3	98	-41
O=C(CSc1nnc(COc2ccccc2)n1Cc1ccco1)Nc1ccc2c(c1)OCCO2	10	9	-27	98	-1	-6	-0.6	6	99	-49
Cn1c(SCC(=O)C(C)(C)C)nnc1-c1ccncc1	4	-14	-28	94	-1	16	-1.4	-3	85	-26
CCOC(=O)C1CCCN(C(=O)Cn2nc(CC)n3c(cc4sccc43)c2=O)C1 (centres undefined)	8	-7	15	95	0	4	-1.5	3	93	1
CN(C(=O)CSc1nnc(Nc2ccccc2)s1)c1c(N)n(Cc2ccccc2)c(=O)[nH]c1=O	16	-13	7	94	-1	-4	-1.0	-3	101	-17
COC(=O)c1ccccc1NC(=O)C1CC(=O)N(c2ccc(C)c(C)c2)C1 (centres undefined)	4	-12	-1	98	-1	-13	0.1	10	103	-81
N#Cc1c(N)sc(=S)c2c1CCN(Cc1ccccc1)C2	19	-4	/	87	0	/	-1.6	/	86	-60
COc1nc(NCc2cccnc2)nc(OC)n1	18	-8	-37	113	0	0	-1.1	4	104	-8
Cc1ccccc1OCCn1cc(/C(N)=N/O)c2ccccc21	7	-20	/	34	0	-9	-3.8	3	25	-10
O=c1[nH]cnc2scc(-c3ccccc3)c12	17	-14	42	109	2	-2	-0.2	0	103	-48
CCCCOC(=O)c1ccc(N2C(=O)CC(N3CCN(C/C=C/c4ccccc4)CC3)C2=O)cc1 (centres undefined)	1	-7	-7	72	-1	-1	0.1	13	75	-34
COc1ccc(-c2cc(-c3cccs3)c(C#N)c(SCC(=O)NCc3ccccc3)n2)cc1	0	-5	/	42	/	2	-5.0	0	43	-24
COc1cc(OC)c(S(=O)(=O)NCc2ccco2)cc1S(=O)(=O)NCc1ccco1	11	-12	-21	78	/	0	-1.4	-1	93	3
O=C1c2ccccc2NC(c2ccccc2)N1/N=C/c1ccccc1 (centres undefined)	10	-16	-50	57	0	-5	-1.8	1	59	-21
Cc1cccc(C)c1NC(=O)C1(NC(=O)Cn2cccc([N+](=O)[O-])c2=O)CCCCC1	12	-3	-2	98	-13	-1	-0.3	1	96	-11
CC(C)C(=O)N1CCN(c2ccccc2NC(=O)c2cccc(Cl)c2)CC1	26	-14	14	78	/	2	-2.8	9	77	-22
O=S(=O)(c1ccc(F)cc1)n1ccc(-c2cccc(OCc3ccc(Cl)cc3Cl)c2)n1	3	-6	20	84	/	-3	1.0	0	86	-56
CC1Cn2c(nc3sc4c(c3c2=O)CCC4)N1CCO (centres undefined)	12	-7	/	96	0	11	-2.7	6	102	-45
O=S(=O)(c1cccs1)N1CCc2ccccc2C1	10	-2	-25	95	0	-1	1.1	2	92	-40
CCn1c(SCc2ccc(C(=O)OC)o2)nc2sc3c(c2c1=O)CCCC3	5	-25	-1	100	0	-16	-0.9	2	92	-21
OC(COCc1ccccc1)CN1CCc2ccccc2C1 (centres undefined)	4	0	5	97	-8	-4	-2.9	3	91	-9
Cc1cccc(NC(=O)CN2C(=O)S/C(=C\C(=O)Nc3ccc(Cl)cc3)C2=O)c1	3	0	0	96	2	-9	-0.7	2	94	-52
COc1ccc(C(CC(=O)O)NC(=O)Cc2ccccc2)cc1 (centres undefined)	5	6	-3	102	-2	15	0.9	0	96	-30

Compound profiles (already shown). Order of screens: Measles CPE	Yeast lifespan up	E-sel TNF inh	HCT116 PTEN-null	Phagocytosis inh	GALR2 blocker	MRP-1 activ	NPY-Y2 antag	HCT116 bCat-KO	Yeast growth inh
Listed for N#Cc1c(NC(=O)CN2CCCCC2)sc2c1CCC2 → 4	-8	-12	105	-1	6	0.6	3	98	-41
Listed for CC1Cn2c(nc3sc4c(c3c2=O)CCC4)N1CCO (centres undefined) → 12	-7	/	96	0	11	-2.7	6	102	-45

Following part
SMILES	Measles CPE	Yeast lifespan up	E-sel TNF inh	HCT116 PTEN-null	Phagocytosis inh	GALR2 blocker	MRP-1 activ	NPY-Y2 antag	HCT116 bCat-KO	Yeast growth inh
CCN=C1S/C(=C\c2cc(Br)ccc2OCC(=O)OCC)C(=O)N1CC	5	-1	/	85	1	6	-2.6	9	86	-14
Cc1cc(C)c(-c2cc(NC(=O)COC(=O)c3ccc(C#N)cc3)n(-c3ccccc3)n2)cc1C	21	-1	/	95	-4	-5	-2.2	2	88	-20
Cc1ccc(COc2ccc(/C=N/O)cc2)cc1	4	-7	-9	98	/	0	-1.2	5	106	-27
O=[N+]([O-])c1ccc(/C=N/NS(=O)(=O)c2ccc(Cl)cc2)o1	5	6	-19	70	-6	3	-5.4	3	67	28
CC(=O)Nc1sc(N/N=C\c2ccco2)nc1-c1cccs1	5	0	/	97	-10	20	-2.9	0	98	6
Cc1ccc(NC(=O)CCC(=O)OCC(=O)c2ccc(Oc3ccc([N+](=O)[O-])cc3)cc2)cc1	11	2	/	89	-8	-10	0.8	0	78	-46
O=C(Cc1ccc([N+](=O)[O-])cc1)Nc1cccc(C(F)(F)F)c1	73*	-8	1	75	-13	-13	-3.4	-1	76	-7
CCC(C)(C)n1nnnc1C(C(C)C)N1CCN(C)CC1 (centres undefined)	7	-8	/	86	0	-7	-2.3	1	92	-23
Cc1ccc(S(=O)(=O)c2ccc(Cl)cc2)cc1S(=O)(=O)N1CCN(C)CC1	5	-8	8	76	/	-13	2.4	2	77	-9
CCC(CC)C(=O)NCCc1ccc(F)cc1	6	-26	8	93	0	1	-1.6	1	87	-18
COc1ccccc1NC(=O)CSC1CC(=O)N(c2ccc3c(c2)OCO3)C1=O (centres undefined)	1	-12	-1	78	1	3	0.8	0	92	-43
CSc1nnnn1-c1ccc(C)c(Cl)c1	10	-9	6	87	-4	-7	-2.2	9	83	-4
CCCc1nc(NCc2ccco2)c(C#N)c2c1COC(C)(C)C2	4	-1	/	89	-1	7	-4.3	4	96	-48
C=CCSc1nc2c(c(=O)[nH]1)C(C(C)C)C(C#N)=C(N)O2 (centres undefined)	8	-5	5	110	1	-7	-0.6	121*	103	15
COc1ccc(N2CC(C(=O)NCCc3ccc(OC)c(OC)c3)CC2=O)cc1 (centres undefined)	7	0	0	97	-1	4	-0.6	1	88	-29
Cc1ccc(OCc2nnc(SCC(=O)NC3CCCCC3)n2C)cc1	5	/	/	95	-2	/	1.7	/	91	-37
O=C(CSc1nc(-c2ccccc2)cc(=O)[nH]1)NCc1ccc2c(c1)OCO2	1	-3	3	95	3	5	-1.3	3	101	-11
O=C(NCCCCNC(=O)c1cccnc1)c1cccnc1	5	-11	-6	95	-1	3	-1.0	2	91	-12
Cc1ccc(S(=O)(=O)/N=C(/Nc2nc(C)cc(C)n2)N2CCOCC2)cc1	/	/	10	/	-1	-13	/	-3	/	/
COc1ccc(-c2ccc(-c3noc(C(C)C)n3)c(OC)n2)cc1	5	-11	-34	82	-1	-9	3.6	2	82	-68
O=C(CCCc1nc2ccccc2s1)N1CCN(c2ccccc2F)CC1	3	-4	7	93	-6	-9	-0.5	7	87	-32
CCCNS(=O)(=O)c1ccc(OCC(=O)NCc2ccco2)cc1	2	-5	-19	95	-1	-14	-1.5	4	92	-52
Cc1ccc(C(=O)Nc2nc(-c3ccccc3)c(-c3ccccc3)o2)cc1	10	-2	/	12	-15	4	0.7	6	21	-27
CCCN(CCC)S(=O)(=O)c1ccc(NC(=O)c2cc(C(=O)OC)cc([N+](=O)[O-])c2)cc1	3	-5	-2	73	-3	7	-2.5	-2	65	-28
O=C1CSC(c2ccccn2)N1c1ccccc1 (centres undefined)	4	-8	/	84	/	-3	-0.1	-1	90	-20
CCCN1C=CC(=C/C=C(\C#N)C(=O)OCC)C=C1	4	-5	0	99	-3	10	-2.4	0	92	-1
O=C(C1=C(O)C(=O)N(CCc2ccccc2)C1c1cccnc1)c1ccco1 (centres undefined)	26	3	/	95	0	-8	-0.7	3	92	-21
S=C(NCC1CCCCC1)Nc1cccnc1	12	3	/	91	-7	-10	-3.3	2	85	-58
CCC(=O)c1ccc(OCC(O)CNCc2ccc(F)cc2)cc1 (centres undefined)	25	-2	10	98	-6	-7	-1.8	4	85	-7
O=c1oc2ccccc2cc1-c1csc(NN=C2CCCCC2)n1	32	-11	-35	74	/	0	-0.3	3	82	-83
S=C(NCCCN1CCOCC1)Nc1ccc(Cl)c(Cl)c1	10	-1	/	89	-6	7	-4.7	-2	89	-15
Cc1cccc(NC(=O)CSc2nc3c(c(=O)[nH]2)CCCC3)c1C	4	-4	13	107	-1	-15	-0.2	3	106	-21
CC1CCc2nc(N)c(C#N)c(-c3cccnc3)c2C1 (centres undefined)	76*	-3	/	99	/	7	-4.9	0	89	-6
CN(Cc1ccccc1)Cc1c(F)cccc1F	30	-22	/	113	0	-10	1.2	0	106	16
CS(=O)(=O)N(CC(=O)N1CCOCC1)c1ccc2c3c(cccc13)CC2	4	-5	-8	104	-1	-3	-0.2	1	103	-26
CNc1cc([N+](=O)[O-])ccc1N/C=C/C(=O)c1ccc2c(c1)OCO2	4	2	/	82	17	6	-2.1	-3	87	-5
COc1ccc(OC)c(NC(=O)CSc2nnc(CNC(=O)COc3ccc(Cl)cc3)o2)c1	1	-6	/	99	3	1	5.6*	0	100	-19
CSc1nnc2c(n1)OC(C)=Nc1ccccc1-2	25	-8	5	86	0	8	-0.5	3	92	-12
COC(=O)c1ccc(NC(=O)CNC(=O)C2CCCCC2)cc1	9	-5	24	108	0	0	0.5	6	100	-37
O=C1NC(c2ccccc2)(C(F)(F)F)C(=O)N1Cc1cccnc1 (centres undefined)	8	0	-28	91	2	1	-1.5	3	96	-2
CCc1ccc(N(CC(=O)NC2CCCCC2)S(=O)(=O)c2c(C)noc2C)cc1	8	-2	/	89	0	8	-3.4	5	92	-43
O=C(CN1CCCCC1)Nc1cccc(Cl)c1Cl	5	-1	-3	97	-1	-7	-1.5	3	94	6
COC(=O)c1sc(NC(C)=O)c(C(=O)OC)c1C	27	-8	/	88	-1	4	-3.2	-1	93	-7
